# Screens from PubChem BioAssay.
# H37Rv inhibition: M. tuberculosis growth inhibition, HTS (AID 449762). inhibition, % at 25 µM, or IC50 in µM where a hit was titrated. 330,000 tested, 0.59% active. M. tuberculosis H37Rv growth inhibition, 7H9 media; higher % means a stronger effect; in the data active = a potency from the dose series; inconclusive = inhibition above about 70% without an active follow-up result;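 note: bacterial growth assessed after seven days of incubation; strong numbers were not always called active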
# M. tuberculosis: growth inhibition of non-replicating M. tuberculosis (AID 488890). Mycobacterium tuberculosis non-replicating, growth inhibition; higher % means a stronger effect. inhibition, % at 25 µM; hits with a dose series show IC50 in µM. 320,000 tested, 0.39% active; in the data active = a potency from the dose series; inconclusive = inhibition mostly from about 82% at the one dose, without a potency; inactive = the rest, 99 in 100 with inhibition below about 76%;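 note: plate controls were DMSO cells for no effect and high antibiotic wells for full effect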
# influenza NS1A: NS1A inhibition, H1N1 influenza, cell based functional assay (AID 504329); 340,000 tested, 0.3% active; inhibition, % at 12.5 µM; hits with a dose series show IC50 in µM; NS1A functional cell-based assay, percent inhibition; higher % means a stronger effect; in the data active = a potency from the dose series; inconclusive = inhibition above about 27% without an active follow-up result; note: strong numbers were not always called active
# Salmonella PhoP GFP: PhoP regulon inhibitors, Salmonella typhi PhoP promoter GFP reporter, confirmatory (AID 1850); Salmonella Typhi PhoP-promoter GFP reporter, fluorescence, 4 h; higher % means a stronger effect; one-dose inhibition, % at 50 µM; IC50 in µM for titrated hits; 310,000 tested, 0.33% active; in the data active = a potency from the dose series; inconclusive = inhibition mostly from about 25% at the one dose, without a potency; inactive = the rest, 99 in 100 with inhibition below about 19%;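 note: 0% = induced wells with vehicle and 100% = uninduced wells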
# inhibitors of VEEV: inhibitors of VEEV TC-83 cytopathic effect, confirmation, Vero cells (AID 588727); Vero cells, VEEV TC-83 cytopathic effect inhibition; higher % means a stronger effect; inhibition, % at 20 µM; hits with a dose series show IC50 in µM; 350,000 tested, 0.13% active; in the data active = a potency from the dose series; inconclusive = inhibition mostly from about 14% at the one dose, without a potency; inactive = the rest, 99 in 100 with inhibition below about 12%; note: strong numbers were not always called active
# inhibitors of VEEV 10K pilot screen: further read-out of inhibitors of VEEV, marked with its call; inhibition, %; measured here: 10K pilot screen inhibition
# An asterisk follows results filed as active; i = inactive; ? = inconclusive; / = no result given.
SMILES,H37Rv inhibition,M. tuberculosis,influenza NS1A,Salmonella PhoP GFP,inhibitors of VEEV,others
Cc1cc(OCC(=O)Nc2ccc(CN3CCCCC3)cc2)ccc1Cl,14%,44%,/,-15%,0.4%,
O=C(CNC(=O)C12CC3CC(CC(C3)C1)C2)Nc1ncccc1O,-1%,6%,-2%,/,0.9%,
O=C(OCC(=O)N1CCCCC1)c1ccc2ccccc2n1,33%,/,-2%,/,3.1%,
CN(CCOc1ccc(Cl)cc1)C(=O)CN1C(=O)NC2(CCCC2)C1=O,-11%,24%,-8%,0%,3.0%,
CC1CCN(C(=O)c2ccc(NS(=O)(=O)c3cccc4cccnc34)cc2)CC1,-2%,25%,8%,0%,0.8%,
CCOc1ccccc1OCCCNCc1ccco1,2%,4%,-10%,4%,0.6%,
O=C(c1ccc(C(F)(F)F)cc1)N1CCCCC1,-1%,30%,3%,4%,0.8%,
Cc1nc2ccc(Cl)cc2nc(C)/c1=N\O,1%,i,-5%,6%,9.6%,inhibitors of VEEV 10K pilot screen=2.0
Cc1ccc(OCC(=O)NCCCNC(=O)c2ccccn2)cc1,8%,-15%,9%,-87%,0.5%,
CC1CCN(C(=O)c2cc(-c3ccco3)on2)CC1,6%,72%,4%,13%,1.6%,
CCOC(=O)c1c(C)[nH]c(O)c1C=Nc1ccc(Cl)cc1,-4%,-3%,20%,9%,8.1%,
COc1ccc(OCCOC(=O)c2ccc(F)c(S(=O)(=O)N3CCOCC3)c2)cc1,-2%,-1%,0%,/,1.1%,
CCOC(=O)C1=CC[C@H]2c3c(c4ccccc4n3C)C(=O)C1N2Cc1ccccc1,-2%,3%,4%,/,i,
CCN1C(=O)CC(C(C)C)N(C2CCCC2)c2nc(Nc3ccc(C(=O)NC4CCN(C)CC4)cc3OC)ncc21 (stereo not given),/,/,11%,/,1.1%,
CC(C)(C)OC(=O)NCCCCCc1cn(CC(=O)NCCCCCCCCCCC(=O)N2CCN(C(=O)OC(C)(C)C)CC2)nn1,4%,6%,11%,7%,i,
O=C(Nc1sc2c(c1C(=O)c1ccc(Cl)cc1)CCCC2)c1cccnc1,?,49%,14%,7%,0.8%,
O=C(Nc1ccc(Br)cn1)c1cccc2ccccc12,-3%,5%,-5%,0%,12%,
Cc1ccc(OC(=O)C(F)(F)F)c2c1NCCC2,2%,8%,-2%,-8%,i,
CCn1c(N2CCC(Cc3ccccc3)CC2)nc2c1c(=O)[nH]c(=O)n2C,13%,57%,4%,2%,3.3%,
Cc1ccc2c(c1)nnn2C1CCN(S(=O)(=O)c2ccc(C(=O)N(C)C)cc2)CC1,-3%,2%,-6%,2%,1.0%,
Cc1ccc(CNC(=O)[C@@H]2CCC(=O)N2Cc2ccco2)cc1,-3%,-13%,0%,4%,0.7%,
COc1cc(C(=O)NCCOc2ccccc2)c(Br)c(OC)c1OC,0%,12%,-3%,4%,0.3%,
CC(C)(C)NC(=O)CN(Cc1cccs1)C(=O)CNS(=O)(=O)c1ccc(F)cc1,-3%,4%,6%,-3%,1.3%,
CCOC(=O)CSc1nc2cc(C(F)(F)F)cnc2n1C,?,?,-6%,1%,1.3%,
O=C(Nc1ccc(N2CCN(C(=O)C3CC3)CC2)cc1)c1cccs1,-3%,-9%,3%,-9%,1.2%,
COc1ccc(Cc2nnc(NCCO)[nH]c2=O)cc1OC,-6%,-13%,-6%,4%,0.0%,
CCOc1ccccc1NC(=O)c1ccccc1NS(C)(=O)=O,10%,8%,-16%,0%,0.6%,
Cc1ccccc1C1c2[nH]c3ccccc3c2CCN1Cc1cccn1-c1ncccn1 (stereo not given),17%,68%,-1%,2%,4.3%,
Cc1ccc(C)c(NC(=O)C(OC(=O)c2ccc(NC(=O)CC#N)cc2)c2ccccc2)c1 (stereo not given),-8%,-2%,1%,1%,i,
Cc1ccccc1C(=O)N1CCN(S(=O)(=O)c2cccs2)CC1,-14%,-5%,-1%,-9%,6.5%,
COC(=O)[C@@H](NC(=O)N1CCN(c2cccc(C(F)(F)F)c2)CC1)C(C)C,5%,6%,-9%,5%,0.4%,
CCCCc1ncc(CN2CCCC(C(=O)c3ccc(SC)cc3)C2)[nH]1 (stereo not given),58%,48%,0%,6%,i,
O=C(/C=C(\O)c1ccccc1)C(=O)NNC(=O)c1ccccc1,3%,12%,-5%,24µM*,i,
Cc1ccc(C)c(NC(=O)CSc2nc3nc(-c4cccs4)cc(C(F)(F)F)c3c(=O)[nH]2)c1,1%,22%,-5%,-7%,2.5%,
COC(=O)c1ccccc1-c1ccc(C=O)o1,3%,-2%,-2%,-1%,1.3%,
Cc1cc(C)n(-c2cc(N3CCOCC3)ncn2)n1,-3%,/,6%,10%,1.4%,
CC1(C)CC(=O)C(Sc2nnc(-c3ccc(O)cc3)n2CC2CCCO2)C(=O)C1 (stereo not given),4%,-11%,-4%,-5%,i,
COc1ccc(-c2cnnc(N/N=C/c3ccc(-c4ccc([N+](=O)[O-])cc4)o3)n2)cc1,/,/,0%,/,11%,
O=C(N/N=C\c1ccc(F)cc1)c1ccc(Cn2cc(Br)c([N+](=O)[O-])n2)o1,?,73%,-7%,11%,1.0%,
CNS(=O)(=O)c1cc(OC)ccc1OC,2%,-5%,-2%,23%,0.8%,
CCOc1cc(/C=C2\N=C(SC)SC2=O)cc([N+](=O)[O-])c1OC(C)=O,12%,?,13%,14%,i,
CCc1nnc(NC(=O)CN2C(=O)NC3(CCCC3)C2=O)s1,-14%,-15%,-9%,/,1.4%,
c1ccc(C[C@H]2CNCCN2CC2(c3ccccc3)CC2)cc1,1%,17%,-3%,-6%,0.7%,
COc1ccc(C2C3=C(CC(C)(C)CC3=O)Nc3c2c(=O)[nH]c(=O)n3Cc2ccccc2)cc1 (stereo not given),-4%,-1%,0%,3%,8.3%,
O=C(NCc1ccccc1)C1CCN(S(=O)(=O)N2CCOCC2)CC1,-9%,-9%,1%,-16%,2.6%,
N#C/C(=C\c1ccc2c(c1)OCO2)C(=O)NCc1ccco1,11%,2%,2%,4%,1.5%,
Cc1occc1C(=O)NNC(=S)Nc1ccccc1C(F)(F)F,0%,4%,-6%,-5%,0.2%,
CC(C)CNS(=O)(=O)c1ccc(CCC(=O)N2CCN(c3ccc(F)cc3)CC2)cc1,10%,21%,-10%,0%,1.6%,
c1ccc(OCc2noc(CN3CCC(C4CCCCC4)C3)n2)cc1 (stereo not given),8%,48%,8%,-6%,i,
COC1C=COC2(C)Oc3c(C)c(O)c4c(O)c(c(CN5CCN(C)CC5)c(O)c4c3C2=O)NC(=O)C(C)=CC=CC(C)C(O)C(C)C(O)C(C)C(OC(C)=O)C1C (stereo not given),/,/,0%,/,i,
Cc1occc(=O)c1OC(=O)Nc1ccc(Cl)c(Cl)c1,?,?,-10%,2%,4.8%,
COc1cccc(-c2ccc(C#N)c(SCC(=O)NCCc3ccccc3)n2)c1,-8%,0%,-7%,-7%,i,
O=C(COc1ccc2ccccc2c1)NNC(=O)c1ccccc1,-3%,46%,-5%,9%,1.3%,
CCOC(=O)N1CCC(n2c(SCC(=O)NCc3ccco3)nc3ccsc3c2=O)CC1,2%,-6%,3%,-8%,8.6%,
CC(=O)c1ccc(N2CCN(C(=O)c3cc(S(=O)(=O)N4CCOCC4)ccc3C)CC2)cc1,3%,11%,-2%,/,2.3%,
CN(C(=O)c1ccc(Br)o1)C1CCCCC1,-4%,4%,-12%,-8%,6.4%,
O=C1CCC2S/C(=C/Nc3ccc(C(F)(F)F)cc3)C(=O)N12 (stereo not given),11%,68%,4%,7%,2.5%,
CN1CCc2c(sc(NC(=O)C3CCCN3S(=O)(=O)c3ccc(Cl)s3)c2C(N)=O)C1 (stereo not given),-4%,-2%,-8%,5%,1.8%,
CCOC(=O)c1c(NC(=O)CSc2nnc(-c3c[nH]c4ccccc34)n2CCOC)sc2c1CCCC2,2%,53%,1%,-5%,7.2%,
CCOC(=O)NC(=O)CSc1nnc(SCCC(=O)O)s1,-5%,-9%,-3%,0%,0.4%,

# Reprinted at random: two entries already listed
SMILES,H37Rv inhibition,M. tuberculosis,influenza NS1A,Salmonella PhoP GFP,inhibitors of VEEV,others
O=C(COc1ccc2ccccc2c1)NNC(=O)c1ccccc1,-3%,46%,-5%,9%,1.3%,
CC(C)CNS(=O)(=O)c1ccc(CCC(=O)N2CCN(c3ccc(F)cc3)CC2)cc1,10%,21%,-10%,0%,1.6%,

# Additional compounds follow:
SMILES,H37Rv inhibition,M. tuberculosis,influenza NS1A,Salmonella PhoP GFP,inhibitors of VEEV,others
Cc1ccc(NC(=O)COC(=O)Cn2cnc3c2c(=O)n(C)c(=O)n3C)c(Cl)c1,3%,-3%,5%,5%,10%,
Nc1nc(Cl)cc(NCCc2ccc(O)cc2)n1,3%,18%,2%,-3%,i,
CC12CCC(C(=O)N(c3nccs3)C1=O)C2(C)C (stereo not given),/,/,1%,/,0.9%,
O=C(c1c[nH]c2ccc(S(=O)(=O)N3CCOCC3)cc2c1=O)N1CCC2(CC1)OCCO2,15%,14%,5%,-12%,2.1%,
O=C(CCC(=O)Nc1ccc(Cl)cc1Cl)NNC(=O)Nc1ccccc1,6%,-15%,-2%,5%,0.6%,
CCC1=NN=C(c2ccc(F)cc2)C(c2c[nH]c3ccccc23)N1O (stereo not given),-6%,12%,1%,-8%,6.4%,
Cc1ccc(NC(=O)CN2C(=O)c3ccccc3S2(=O)=O)cc1C,-13%,1%,1%,-4%,i,
O=C(O)c1cccc(Oc2ccccc2[N+](=O)[O-])c1,5%,18%,-8%,-5%,3.5%,
COc1ccccc1OCc1cc(C(=O)N(C)CCC2CCCCO2)no1 (stereo not given),3%,10%,-2%,-5%,0.3%,
CCOC(=O)c1cccc(NS(=O)(=O)c2cnc[nH]2)c1,-6%,1%,-4%,1%,1.2%,
CCc1nc(SCC(=O)c2c[nH]c3ccccc23)n[nH]1,0%,6%,13%,7%,2.4%,inhibitors of VEEV 10K pilot screen=1.2
C[C@@H](N)C(=O)NC[C@H]1O[C@@H](n2cnc3c(N)ncnc32)[C@H](O)[C@@H]1O,/,/,-14%,/,i,

# Already shown: 20 of the compounds above.
SMILES,H37Rv inhibition,M. tuberculosis,influenza NS1A,Salmonella PhoP GFP,inhibitors of VEEV,others
COC1C=COC2(C)Oc3c(C)c(O)c4c(O)c(c(CN5CCN(C)CC5)c(O)c4c3C2=O)NC(=O)C(C)=CC=CC(C)C(O)C(C)C(O)C(C)C(OC(C)=O)C1C (stereo not given),/,/,0%,/,i,
Cc1occc(=O)c1OC(=O)Nc1ccc(Cl)c(Cl)c1,?,?,-10%,2%,4.8%,
COc1cccc(-c2ccc(C#N)c(SCC(=O)NCCc3ccccc3)n2)c1,-8%,0%,-7%,-7%,i,
O=C(COc1ccc2ccccc2c1)NNC(=O)c1ccccc1,-3%,46%,-5%,9%,1.3%,
CCOC(=O)N1CCC(n2c(SCC(=O)NCc3ccco3)nc3ccsc3c2=O)CC1,2%,-6%,3%,-8%,8.6%,
CC(=O)c1ccc(N2CCN(C(=O)c3cc(S(=O)(=O)N4CCOCC4)ccc3C)CC2)cc1,3%,11%,-2%,/,2.3%,
CN(C(=O)c1ccc(Br)o1)C1CCCCC1,-4%,4%,-12%,-8%,6.4%,
O=C1CCC2S/C(=C/Nc3ccc(C(F)(F)F)cc3)C(=O)N12 (stereo not given),11%,68%,4%,7%,2.5%,
CN1CCc2c(sc(NC(=O)C3CCCN3S(=O)(=O)c3ccc(Cl)s3)c2C(N)=O)C1 (stereo not given),-4%,-2%,-8%,5%,1.8%,
CCOC(=O)c1c(NC(=O)CSc2nnc(-c3c[nH]c4ccccc34)n2CCOC)sc2c1CCCC2,2%,53%,1%,-5%,7.2%,
CCOC(=O)NC(=O)CSc1nnc(SCCC(=O)O)s1,-5%,-9%,-3%,0%,0.4%,
Cc1ccc(NC(=O)COC(=O)Cn2cnc3c2c(=O)n(C)c(=O)n3C)c(Cl)c1,3%,-3%,5%,5%,10%,
Nc1nc(Cl)cc(NCCc2ccc(O)cc2)n1,3%,18%,2%,-3%,i,
CC12CCC(C(=O)N(c3nccs3)C1=O)C2(C)C (stereo not given),/,/,1%,/,0.9%,
O=C(c1c[nH]c2ccc(S(=O)(=O)N3CCOCC3)cc2c1=O)N1CCC2(CC1)OCCO2,15%,14%,5%,-12%,2.1%,
O=C(CCC(=O)Nc1ccc(Cl)cc1Cl)NNC(=O)Nc1ccccc1,6%,-15%,-2%,5%,0.6%,
CCC1=NN=C(c2ccc(F)cc2)C(c2c[nH]c3ccccc23)N1O (stereo not given),-6%,12%,1%,-8%,6.4%,
Cc1ccc(NC(=O)CN2C(=O)c3ccccc3S2(=O)=O)cc1C,-13%,1%,1%,-4%,i,
O=C(O)c1cccc(Oc2ccccc2[N+](=O)[O-])c1,5%,18%,-8%,-5%,3.5%,
COc1ccccc1OCc1cc(C(=O)N(C)CCC2CCCCO2)no1 (stereo not given),3%,10%,-2%,-5%,0.3%,
